Tn7 DDE FP: inhibitors of Tn7 peptide binding to human fibrin DD(E); inhibition, % at 8.3 µM; AID 720508; 370,000 compounds, 0.13% hits; FP displacement of FITC-Tn7 peptide from fibrin DD(E); 0% = median of compound wells per plate; P02675;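 active means inhibition above the mean of compounds falling within the control limits plus 3 SD of them, cut at about 14% in these data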;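 further: 0% = plate median of compound wells and 100% = 10 µM Aha-Tn7 peptide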
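System: human fibrin DD(E); quantity: Fibrin-DD(E) at 2 µM final; also added: fluorescent Tn7 probe at 0.1 µM; compound dosing: single nominal test concentration of 8.3 µM per compound; schedule: 10 min preincubation, 3 h with tracer, room temperature; detection: fluorescence polarization of the labelled Tn7 tracer; repeats: one replicate per compound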
SIAE inh: inhibitors of human sialic acid acetylesterase SIAE | Q9HAT2 | AID 1053197 | 370,000 compounds, 0.69% hits | inhibition, % at 9.66 µM | SIAE FP-Rh probe binding, fluorescence polarization;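 active means inhibition above a cutoff: mean of compounds within the control limits plus 3 SD of those, cut at about 17% in these data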;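 further: 0% = plate median of compound wells and 100% = probe without SIAE protein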
TDP2 absorb: TDP2 (human) inhibition, absorbance primary screen; O95551; recombinant TDP2, T5PNP hydrolysis, p-nitrophenol absorbance 415 nm; inhibition, % at 12.8 µM; 370,000 compounds, 0.34% hits; AID 720702;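 active means inhibition above the mean of all tested compounds plus 3 SD, set per campaign, cut at about 25% in these data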;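 further: 0% = DMSO with enzyme and 100% = buffer with substrate but no TDP2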
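Test system: Human TDP2 enzyme | Reagent: 5 mM T5PNP | Compound dosing: 12.8 µM single point, 1% DMSO | Incubation: Enzyme reaction with compound for 2 h at 37 °C | Technique: p-Nitrophenol epi absorbance | Read-out: % inhibition relative to enzyme-containing and enzyme-free wells | Benchmarks: High control without enzyme, low control DMSO plus TDP2 | Replicates: Singlicate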
ABHD4 inh: inhibitors of mouse ABHD4. purified mABHD4, FP-Rh probe fluorescence polarization. AID 720543. Q8VD66. inhibition, % at 8.92 µM. 370,000 compounds, 0.54% hits;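 active means inhibition exceeding the mean over every tested compound plus 3 SD, cut at about 30% in these data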;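 further: 0% = plate median of compound wells and 100% = S159A mutant with DMSO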
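System: mouse ABHD4 enzyme, wild type / Medium: HEPES pH 7.0, NaCl, Pluronic buffer / Reagent: FP-Rh activity-based fluorescent probe / Control set: S159A mutant high control, sample median low control / Detection: fluorescence polarization with parallel and perpendicular emission, 525/598 nm / Schedule: 45 min + 60 min at 25 °C / Compound dosing: 8.92 µM, single dose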
TCR CD3 inh: blocks the human TCR-CD3 interaction. TAMRA-labeled TCR probe fluorescence, biochemical. inhibition, % at 9.4 µM. 360,000 compounds, 0.37% hits. AID 651800; in the data active means inhibition above about 19%;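 further: recombinant mutant TCR 2C K166C tagged with TAMRA read by polarization; 0% = receptor in buffer alone and 100% = receptor with positive control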
PRMT1 inh: PRMT1 (human) inhibition, primary screen; Q99873; recombinant PRMT1, activity-based probe fluorescence polarization; inhibition, % at 2.79 µM; 370,000 compounds, 1.3% hits;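 active means inhibition above about 21% made by adding two undisclosed values, limit read from the data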
LEDGF integ inh: blocks HIV-1 LEDGF/p75-dependent DNA integration; TR-FRET IN-LEDGF/p75 DNA integration, Eu/Cy5; inhibition, % at 3.7 µM; 370,000 compounds, 0.64% hits;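 active means inhibition above the screen-wide mean plus 3 SD, cut at about 13% in these data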;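 further: signal is the Cy5 over europium emission ratio at 671 and 618 nm; 0% = plate median of compound wells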
PG9 Ab binder: binds the HIV-1 gp120 antibody PG9. AID 624416. inhibition, % at 6.7 µM. TR-FRET gp120-PG9 antibody binding. 360,000 compounds, 0.43% hits; in the data active means inhibition above about 8.5%
HTRA1 inh: HTRA1 (human) protease inhibition; Q92743; recombinant HTRA1, FP-rhodamine activity-based probe, fluorescence polarization; inhibition, % at 5.96 µM; 340,000 compounds, 0.5% hits; AID 504803; in the data active means inhibition above about 36%;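 further: 0% = enzyme with DMSO and 100% = wells lacking enzyme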
UHRF1 MBD2 ctr: UHRF1 methyl-DNA binding inhibition; 370,000 compounds, 0.75% hits; inhibition, % at 4.4 µM; Q96T88; UHRF1 binding to methylated oligo, TR-FRET; in the data active means inhibition above about 21%;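 further: UHRF1 SRA domain binding a hemimethylated CpG hairpin DNA probe; 0% = median of test compound wells and 100% = reference inhibitor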
Target sequence (Q96T88 whole entry, looked up, the tested form may be a part): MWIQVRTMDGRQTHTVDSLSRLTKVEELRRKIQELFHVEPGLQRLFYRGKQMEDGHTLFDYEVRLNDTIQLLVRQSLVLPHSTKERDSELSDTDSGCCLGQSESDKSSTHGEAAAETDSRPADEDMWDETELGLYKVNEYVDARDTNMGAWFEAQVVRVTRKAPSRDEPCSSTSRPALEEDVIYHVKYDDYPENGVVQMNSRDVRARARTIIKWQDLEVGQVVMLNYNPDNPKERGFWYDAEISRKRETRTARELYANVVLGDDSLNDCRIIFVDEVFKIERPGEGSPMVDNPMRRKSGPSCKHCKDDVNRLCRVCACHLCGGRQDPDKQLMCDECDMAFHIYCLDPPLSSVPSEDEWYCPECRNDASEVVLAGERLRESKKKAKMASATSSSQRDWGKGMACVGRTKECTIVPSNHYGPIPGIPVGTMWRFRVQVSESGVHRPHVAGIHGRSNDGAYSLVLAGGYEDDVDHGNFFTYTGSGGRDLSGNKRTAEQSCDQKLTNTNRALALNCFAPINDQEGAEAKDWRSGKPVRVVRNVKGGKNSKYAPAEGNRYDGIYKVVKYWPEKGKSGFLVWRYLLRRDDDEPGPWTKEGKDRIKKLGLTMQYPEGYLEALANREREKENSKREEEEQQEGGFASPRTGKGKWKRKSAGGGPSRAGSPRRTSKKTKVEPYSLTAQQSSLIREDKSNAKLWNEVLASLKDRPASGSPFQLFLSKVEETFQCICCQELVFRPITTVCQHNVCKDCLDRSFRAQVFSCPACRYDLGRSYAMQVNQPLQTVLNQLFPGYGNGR
The depositor's hits bear a star; / = no result given.

Order of results – Tn7 DDE FP	SIAE inh	TDP2 absorb	ABHD4 inh	TCR CD3 inh	PRMT1 inh	LEDGF integ inh	PG9 Ab binder	HTRA1 inh	UHRF1 MBD2 ctr
CCCn1c(Sc2nnnn2-c2ccccc2)n[nH]c1=O
 : -5	-4	-5	-3	-6	-2	4	0.1	7	8
c1ccc(-c2nnc3sc(C4CCCCC4)nn23)cc1
 : 9	-2	-4	1	/	-1	0	/	/	1
CSc1nc2c(c(=O)[nH]1)C(c1ccc(Br)cc1)CC(=O)N2 (stereo not given)
 : 5	-2	-3	0	-2	3	0	-0.7	/	1
CC(OC(=O)c1ccc(Cl)nc1)C(=O)NC(C)(C)C (stereo not given)
 : -2	4	7	1	7	3	1	0.1	3	-1
O=C(CCN1CCOCC1)N1CCc2c([nH]c3ccccc23)C1c1cccc(Cl)c1 (stereo not given)
 : 3	2	2	7	-3	-2	-1	-3.1	-20	0
COc1ccccc1CCc1nnc(CCC(=O)NC(C)Cc2cccnc2)o1 (stereo not given)
 : -6	-6	0	4	3	-4	1	-0.3	3	1
Cc1cccc(C)c1NC(=O)CS(=O)CC(=O)N1CCN(c2ccccc2)CC1 (stereo not given)
 : 1	5	-5	-8	-13	2	-1	0.1	3	5
O=C(O)c1cccc(N2C(=O)c3cccc4cccc(c34)C2=O)c1
 : -1	3	-9	-5	-5	1	1	-3.7	-2	-2
O=C(CN1CCCN(Cc2ccc(F)cc2Cl)C1=O)NC1CCCC1
 : -7	-5	-13	-5	3	-7	7	1.6	3	17
CCN(CC)S(=O)(=O)c1cccc(NC(=O)CN(C)Cc2cccc(OC)c2)c1
 : 6	-3	23	3	7	-1	-1	-0.5	-1	0
O=C(CSc1nnc(CNC(=O)c2ccco2)o1)Nc1ccccc1C(F)(F)F
 : -7	1	7	5	-4	1	0	-0.8	-3	3
COc1ccc(NC(=O)CN(C)CC(=O)NCC(=O)Nc2ccc(F)cc2)cc1
 : 1	-2	0	2	1	2	-2	-0.6	-3	0
O=C1NC(=S)NC(=O)C1Nc1ccc(Cl)cc1
 : -1	6	6	4	0	2	4	1.2	3	2
CCCOC1CCCN(C(=O)c2ccc3oc(C(C)C)nc3c2)C1 (stereo not given)
 : -3	3	9	11	-3	3	-2	-1.7	5	-3
O=C(NCCCN1CCCC1=O)c1cc(COc2ccc(F)cc2F)on1
 : -1	-6	-4	-8	5	-1	4	0.4	-6	0
O=C1CC(=Nc2ccc([N+](=O)[O-])cc2)NN1c1c(Cl)cc(Cl)cc1Cl
 : 3	10	4	65*	-4	35*	-1	-2.3	49*	3
CCc1noc(C)c1C(=O)NNC(=O)c1ccccc1Cl
 : -6	2	2	-2	12	-4	0	-2.5	-1	-1
O=C(O)CCC(=O)NCc1c(Cl)cccc1Sc1ccc(Cl)cc1
 : -8	-14	-5	-12	-6	6	3	1.9	/	7
O=C1CCCN1c1cccc(Br)c1
 : 6	2	9	-1	1	1	-3	0.2	-1	-1
O=C1C(=O)N(CCS(=O)(=O)c2ccccc2)c2ccc(F)cc21
 : 4	-5	21	7	2	1	-3	-0.9	3	-15
CC1(C)CC(CC(=O)O)(c2ccccc2)CCO1 (stereo not given)
 : 6	1	5	-3	4	0	2	-0.2	2	0
CN(CC(=O)NCCc1ccc(F)cc1)Cc1ccc(Br)cc1
 : 2	-1	-15	3	2	-1	-3	-1.7	-12	1
Cc1csc(=O)n1CCC(=O)OCC(=O)c1c(N)n(C)c(=O)n(C)c1=O
 : -4	-1	-2	-3	-9	0	5	-2.3	9	2
COC(=O)[C@]12C[C@H](CC(=O)N3CCOCC3)C(=O)N(CCc3ccc(OC)c(OC)c3)C1=C[C@H](C1CCCC1)O[C@@H]2C
 : 0	3	1	5	/	-6	3	/	/	-2
CC(=O)Nc1cccc(NC(=O)c2cccc3cccnc23)c1
 : -6	-10	0	3	-5	5	-3	-0.7	-7	-4
O=S(=O)(c1cccc2cccnc12)N1CCC(c2cn3ccccc3n2)CC1
 : -1	-1	6	3	/	3	1	/	/	-1
CCn1c(=O)cc(OCC(=O)N2CCN(c3cccc(C(F)(F)F)c3)CC2)c2ccccc21
 : -5	2	-5	-13	-4	0	1	-0.3	-20	1
CCCC[n+]1ccc(-c2nc3ccc([N+](=O)[O-])cc3[nH]2)cc1
 : -4	3	-1	1	-2	-3	3	-0.9	2	-6
O=C(O)c1ccccc1NC(=O)c1cc2ccccc2oc1=O
 : -2	5	3	-2	13	0	-2	-0.3	3	-4
Cc1cc(OCC(=O)Nc2nccs2)c2c(C)c(C)c(=O)oc2c1
 : 9	-4	0	3	-6	3	1	2.8	-3	0

Three entries from above, in markdown.
| SMILES | Tn7 DDE FP | SIAE inh | TDP2 absorb | ABHD4 inh | TCR CD3 inh | PRMT1 inh | LEDGF integ inh | PG9 Ab binder | HTRA1 inh | UHRF1 MBD2 ctr |
| --- | --- | --- | --- | --- | --- | --- | --- | --- | --- | --- |
| CCCC[n+]1ccc(-c2nc3ccc([N+](=O)[O-])cc3[nH]2)cc1 | -4 | 3 | -1 | 1 | -2 | -3 | 3 | -0.9 | 2 | -6 |
| O=C(O)c1ccccc1NC(=O)c1cc2ccccc2oc1=O | -2 | 5 | 3 | -2 | 13 | 0 | -2 | -0.3 | 3 | -4 |
| Cc1cc(OCC(=O)Nc2nccs2)c2c(C)c(C)c(=O)oc2c1 | 9 | -4 | 0 | 3 | -6 | 3 | 1 | 2.8 | -3 | 0 |

(list continues)
Order of results – Tn7 DDE FP	SIAE inh	TDP2 absorb	ABHD4 inh	TCR CD3 inh	PRMT1 inh	LEDGF integ inh	PG9 Ab binder	HTRA1 inh	UHRF1 MBD2 ctr
CCCCn1c(=O)c2c(nc3n2CCCN3Cc2ccccc2)n(C)c1=O
 : 4	5	4	-1	6	1	1	0.9	5	1
COc1ccc(CSC(=N)N)cc1[N+](=O)[O-]
 : 2	-3	-9	-2	0	3	1	1.6	4	-2
CCOC(=O)c1ccc(N2C(=O)CC(N3CCC(O)(c4ccc(Cl)cc4)CC3)C2=O)cc1 (stereo not given)
 : -11	-3	-19	-8	3	50*	1	0.1	-6	1
CCn1c2ccccc2c2cnc(N=CN(C)C)c(C#N)c21
 : -4	5	-1	-4	7	1	1	-2.8	-2	-4
O=C(/C=C/c1ccco1)NC(=S)Nc1cccc(C(=O)O)c1
 : -10	9	19	25	5	34*	44*	-3.5	11	70*
O=C(Cn1ccc(NC(=O)OCc2ccccc2)nc1=O)NCCCc1ccccc1
 : 1	0	1	2	7	-3	3	0.1	-8	1
COc1ccc(Nc2cc(Nc3cc(OC)c(OC)c(OC)c3)ncn2)cc1
 : -1	1	-3	-3	4	3	2	-2.5	5	1
COc1ccc(C2c3cc(OC)c(OC)cc3CCN2C(=O)c2cccc([N+](=O)[O-])c2)cc1OC (stereo not given)
 : -1	3	9	0	0	-2	-1	1.1	2	0
N#Cc1sc2nc(C3CC3)cc(-c3ccccc3)c2c1N
 : 3	-2	-1	4	-4	0	1	2.6	-10	-1
COc1cccc(NC(=S)NN=C2CCCCCC2)c1
 : -6	1	-7	2	-2	13	-3	-1.6	-9	2
CCOc1ccc(NS(=O)(=O)c2ccc(C(=O)N(CC)CC(=O)NCc3cccs3)cc2)cc1
 : 3	3	-9	9	9	-2	-1	-0.6	4	0
O=C(NNC(=O)C12CC3CC(CC(C3)C1)C2)c1ccco1
 : 1	-7	-8	4	-4	3	-2	-2.0	-3	4
COc1ccc(C(=O)N2CCN(C)C(=O)[C@@H]2C)cc1OC1CCN(C(C)=O)CC1
 : 1	0	-8	-3	3	1	0	-1.6	0	1
COc1cccc(NC(=O)CN(C)C(=O)c2cccc(NS(=O)(=O)c3ccccc3)c2)c1
 : 6	-5	2	2	-3	0	-4	-1.3	-1	-3
CCOc1ccc(C(=O)NCC(=O)NCCCSc2ccccc2)cc1OCC
 : -2	-4	12	-6	10	-3	-1	-3.5	-3	-3
CCOC(=O)C1=C(COC(=O)C(C)(C)Oc2ccc(Cl)cc2)NC(=O)NC1C (stereo not given)
 : 2	0	1	1	1	-10	5	-1.5	-4	-1
CC[C@@H]1CCCCc2ccccc2[C@H](C(=O)C[C@@H](O)CC(C)=O)OC1=O
 : -3	1	0	8	-4	5	1	0.4	0	0
Cc1cc(C)cc(N(CC(=O)NC2CCC(C)CC2)S(=O)(=O)c2ccc([N+](=O)[O-])cc2)c1 (stereo not given)
 : 0	-1	5	-3	/	-3	2	/	/	-3
Cc1nn2c(-c3ccc(Cl)cc3)nnc2s1
 : -4	3	3	4	-2	0	0	-2.5	-3	-16
O=C(NCC(=O)N(c1cccnc1)C(C(=O)NC1CCCC1)c1ccc(F)cc1)c1ccco1 (stereo not given)
 : 1	-2	2	6	-4	4	-1	0.3	/	3
C=CCC(=O)NC1CCCc2c1cnn2-c1cc(F)cc(F)c1 (stereo not given)
 : 15*	4	4	-3	3	-6	-2	-0.8	6	-2
CC(=O)NC(Cc1ccc(F)cc1)C(=O)NC1CCN(C(=O)Nc2cccc(C)c2)CC1 (stereo not given)
 : -3	4	-3	4	0	3	-6	-2.2	3	3

Fetched by compound from the entries so far:
Order of results – Tn7 DDE FP	SIAE inh	TDP2 absorb	ABHD4 inh	TCR CD3 inh	PRMT1 inh	LEDGF integ inh	PG9 Ab binder	HTRA1 inh	UHRF1 MBD2 ctr
CC[C@@H]1CCCCc2ccccc2[C@H](C(=O)C[C@@H](O)CC(C)=O)OC1=O
 : -3	1	0	8	-4	5	1	0.4	0	0
O=C(NCC(=O)N(c1cccnc1)C(C(=O)NC1CCCC1)c1ccc(F)cc1)c1ccco1 (stereo not given)
 : 1	-2	2	6	-4	4	-1	0.3	/	3
CCOC(=O)C1=C(COC(=O)C(C)(C)Oc2ccc(Cl)cc2)NC(=O)NC1C (stereo not given)
 : 2	0	1	1	1	-10	5	-1.5	-4	-1
Cc1nn2c(-c3ccc(Cl)cc3)nnc2s1
 : -4	3	3	4	-2	0	0	-2.5	-3	-16
COc1cccc(NC(=O)CN(C)C(=O)c2cccc(NS(=O)(=O)c3ccccc3)c2)c1
 : 6	-5	2	2	-3	0	-4	-1.3	-1	-3

Source: PubChem BioAssay (The Scripps Research Institute Molecular Screening Center)
